High-throughput results deposited in PubChem by several laboratories.
MrgX1 antag = blocks BAM8-22 activation of human MrgX1 receptor | B-score at 10 µM | Q96LB2 | MRGX1-HEK293 calcium flux, Fluo-4, BAM8-22 antagonism; stronger effect = lower value | actives 1.3% (n = 310,000);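 active = calcium-response B-score plate-corrected more than 3 library SD below zero, starting fluorescence within 5 deviations, no agonist response on first addition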;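 note: peak minus trough fluorescence over baseline after final BAM8-22 challenge near maximal dose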
MrgX1 allo act = allosterically activates human MrgX1 receptor signaling; B-score at 10 µM; Q96LB2; actives 0.63% (n = 310,000); MrgX1-HEK293, Fluo-4 calcium flux, FDSS; stronger effect = higher value; AID 588675;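 active = plate-corrected calcium response at least 3 library SD above typical, normal starting fluorescence, not activating the receptor alone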;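 note: compound read alongside a low EC10 to EC30 dose of BAM8-22 agonist; peak minus trough fluorescence over baseline measured at the second addition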
TRPC6 activator = activators of mouse TRPC6 channel. Q61143. HEK293-TRPC6 membrane potential dye fluorescence; stronger effect = higher value. B-score at 10 µM. actives 0.13% (n = 310,000). AID 2550;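 active = B-score of the integrated fluorescence ratio above library mean plus 3 SD, and starting fluorescence ratio within library mean plus 5 SD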;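 note: higher score means more depolarization so channel activation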
Target sequence (Q61143 whole entry, looked up): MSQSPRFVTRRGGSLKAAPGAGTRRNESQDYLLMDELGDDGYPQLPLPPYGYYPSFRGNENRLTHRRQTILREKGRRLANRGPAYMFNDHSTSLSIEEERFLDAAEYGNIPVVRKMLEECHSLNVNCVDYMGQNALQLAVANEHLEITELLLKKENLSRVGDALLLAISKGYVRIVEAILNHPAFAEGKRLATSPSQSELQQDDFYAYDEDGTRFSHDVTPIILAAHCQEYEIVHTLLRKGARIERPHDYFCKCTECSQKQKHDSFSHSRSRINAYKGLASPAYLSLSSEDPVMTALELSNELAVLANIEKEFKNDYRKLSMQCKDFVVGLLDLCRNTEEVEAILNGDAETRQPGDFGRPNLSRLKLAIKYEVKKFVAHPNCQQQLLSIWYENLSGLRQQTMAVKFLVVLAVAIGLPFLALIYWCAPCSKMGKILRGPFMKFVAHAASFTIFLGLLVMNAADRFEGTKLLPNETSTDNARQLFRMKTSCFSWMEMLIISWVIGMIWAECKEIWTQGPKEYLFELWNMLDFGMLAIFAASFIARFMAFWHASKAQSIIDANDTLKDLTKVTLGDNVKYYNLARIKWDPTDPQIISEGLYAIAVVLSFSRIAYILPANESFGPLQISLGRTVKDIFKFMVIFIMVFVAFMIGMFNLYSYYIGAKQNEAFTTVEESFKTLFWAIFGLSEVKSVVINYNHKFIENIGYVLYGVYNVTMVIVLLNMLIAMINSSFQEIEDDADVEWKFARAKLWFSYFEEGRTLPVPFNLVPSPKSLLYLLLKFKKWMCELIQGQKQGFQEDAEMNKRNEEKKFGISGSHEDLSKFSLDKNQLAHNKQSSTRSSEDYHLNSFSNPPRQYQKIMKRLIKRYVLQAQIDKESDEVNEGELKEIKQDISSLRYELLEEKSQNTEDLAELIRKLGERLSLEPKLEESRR
TRPC4 potent = allosterically enhances the mouse TRPC4 cation channel; HEK293 TRPC4beta/mu-opioid, DAMGO EC20, Fluo-4 Ca2+ flux; stronger effect = higher value; B-score at 10 µM; actives 0.42% (n = 310,000); AID 2227;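 active = B-score of calcium response area above 5 SD of library B-scores, with initial fluorescence ratio within 5 SD of library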;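 note: B-score of integrated fluorescence ratio over time as area under calcium response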
AI-2 QS mod = modulates the Vibrio harveyi AI-2 quorum sensing system; AID 2094; actives 0.4% (n = 300,000); Vibrio harveyi JMH597 AI-2 luminescence/OD600 ratio, 9 h; stronger effect = lower value; strain lacks LuxN and CqsS sensors; 0 = neutral-control median; activity change, % at 7.5 µM; in the data active = activity change below about -75%, passing the limit was not always enough;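 note: luminescence divided by OD600 gain over 9 h not by final OD600 alone; inactives centre near 13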
TRPC4 inh = inhibitors of mouse TRPC4 channel | Q9QUQ5 | HEK293 TRPC4beta/mu-opioid, DAMGO-evoked Fluo4 calcium flux; stronger effect = lower value | B-score at 10 µM | actives 0.39% (n = 300,000) | AID 2247;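 active = B-score over 3 SD under the library average, no early fluorescence shift, positive overall ratio signal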
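Assay system – HEK293 line stably carrying TRPC4beta and mu-opioid receptor · Doses – single dose · Detection – Fluo4 calcium-dye fluorescence, kinetic read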
HIF act = HIF pathway transcriptional activation | U2OS HRE-luciferase reporter, luminescence; normalized: DMSO 0%, desferrioxamine 100% | activation, % at 7.5 µM (by protocol) | actives 0.32% (n = 300,000);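 active = mean activation of at least 10% of the iron chelator positive control signal, with at least half of replicates also reaching 10%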
MrgX1 ag = human MrgX1 receptor agonism, primary screen; Q96LB2; actives 0.44% (n = 310,000); MrgX1-HEK293 cells, Fluo-4 calcium fluorescence, agonist mode; stronger effect = higher value; B-score at 10 µM;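 active = calcium response B-score plate-corrected fluorescence ratio at least 3 library SD, with starting fluorescence B-score inside 5 SD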
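Test system: HEK293 cells stably expressing human MrgX1 receptor; Input: fifteen thousand cells per well; Dosing: compound delivered in addition one of three; Schedule: overnight seeding, then 1 h dark dye loading; Technique: Fluo-4 NW calcium fluorescence; Measure: B-scored fluorescence response ratio; Controls: positive and negative controls per plate.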
TRPC4 agonist = opens the mouse TRPC4 cation channel; HEK293 TRPC4beta/mu-opioid, Fluo4 calcium fluorescence; stronger effect = higher value; B-score at 10 µM; Q9QUQ5; actives 0.49% (n = 310,000);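 active = B-score above 5 SD of library B-scores, and initial fluorescence ratio not above library mean plus 5 SD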;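 note: positive B-score marks a calcium rise read as TRPC4 activation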
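Test system: HEK293 cells stably co-expressing mouse TRPC4beta and mu-opioid receptor | Schedule: Fluo4 dye loading 45 min at room temperature, 110 s recording | Measured by: Kinetic Fluo4 calcium fluorescence, 5 s baseline at 1 Hz | Evaluation: B score of integrated ratio | Controls: Buffer (low) and maximal DAMGO (high)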
TRPC6 inh = blocks the mouse TRPC6 cation channel | Q61143 | actives 1.1% (n = 310,000) | HEK293-TRPC6, membrane potential dye, ACh-evoked depolarization; stronger effect = lower value | B-score at 10 µM;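 active = B-score under library mean minus 3 SD, initial fluorescence not abnormally high, positive integrated signal ratio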;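 note: B-score derived from integrated fluorescence ratio over the kinetic read; more negative B-score means stronger inhibition of depolarization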
PolyA inh = blocks polyadenylation in yeast reporter cells. calls only at 12 µM. actives 0.02% (n = 300,000). S. cerevisiae SKY197-pL101 polyadenylation reporter, beta-gal luminescence; efflux-impaired pdr1/pdr3 knockout yeast; score 100 = 6 SD above DMSO;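 active = lowest replicate activity score at least 50, where 100 means six control SD above control mean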;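 note: yeast exposed to compound for 9 h at 30 °C; higher score means more reporter readthrough which indicates perturbed polyadenylation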
Starred values were filed as active, the others as inactive; i = inactive; . = no result given. These rows are one share of the data; the hit share may differ from the screen's.

SMILES	MrgX1 antag	MrgX1 allo act	TRPC6 activator	TRPC4 potent	AI-2 QS mod	TRPC4 inh	HIF act	MrgX1 ag	TRPC4 agonist	TRPC6 inh	PolyA inh
COc1ccc(CN(CCN(C)C)Cc2ccccc2)c(OC)c1	i	i	i	i	11	i	0.0	i	i	i	i
Cc1ccc(-n2nc3cc(C)c(NC(=O)c4cccnc4)cc3n2)cc1	i	i	i	i	4	i	1.8	i	i	i	i
Cc1ccc(C(=O)OCc2nnc(-c3ccccc3)o2)cc1S(=O)(=O)N1CCOCC1	-4.6*	i	i	i	18	i	0.0	i	i	i	i
O=C(CN1CCN(CC(=O)Nc2ccccc2Cl)CC1)Nc1ccc2c(c1)OCCO2	i	i	i	i	26	i	0.0	i	i	i	i
CCC(C(=O)NC1CCCCC1)N(C(=O)c1snc(C(N)=O)c1N)c1ccc(OC)cc1OC (stereo not given)	i	i	i	i	13	i	-0.7	i	i	i	i
CCOC(=O)c1c(C)[nH]c(C(=O)CN2C(=O)NC(CC)(c3ccccc3)C2=O)c1C (stereo not given)	i	i	i	i	20	i	0.0	i	i	i	i
Cn1c(=O)c2c(nc3n2CC(COc2ccc(Cl)cc2)O3)n(C)c1=O (stereo not given)	i	i	i	i	12	i	0.0	i	i	i	i
CCOC(=O)C1CCCN(C(=O)c2ccc(NC(=O)CC3SC(N4CCCC4)=NC3=O)cc2)C1 (stereo not given)	i	i	i	i	15	i	-0.8	i	i	i	i
COc1ccc(NC(=O)CC2C(=O)N(c3ccccc3)C(=O)N2CCc2cccs2)cc1 (stereo not given)	i	i	i	i	7	i	1.7	i	i	i	i
CSc1nsc(SC)c1NC(=O)Nc1ccccn1	i	i	i	i	23	i	-0.1	i	i	i	i
COc1ccccc1CN1C(=O)CN(C2CCCCCC2)C(=O)C1c1ccc(F)cc1 (stereo not given)	i	i	i	i	13	i	-0.5	i	i	i	i
FC(F)(F)c1cc(CCN2CCNC[C@H]2Cc2cccc3ccccc23)cc(C(F)(F)F)c1	i	i	i	i	27	i	-0.1	i	i	i	i
CCOC(=O)CN1C(=O)S/C(=C/C=C/c2ccc(N(C)C)cc2)C1=O	i	i	i	i	22	i	1.3	i	i	i	i
Cc1cc(C)c(C#N)c(N2CCCC2)n1	i	i	i	i	0	i	-0.3	i	i	i	i
Cc1ccc(C23CC4CC(CC(C(=O)NCC(=O)O)(C4)C2)C3)cc1	i	i	i	i	40	i	-3.0	i	i	i	i
C/C(=N\Nc1ccc(F)cc1F)c1ccc(F)cc1	i	i	i	i	28	i	-0.2	i	i	i	i
CCOC(=O)c1cc(C(C)C)sc1NC(=O)COC(=O)c1nccnc1N	i	i	i	i	30	i	-0.1	i	i	i	i
Cc1cc(C)c(C#N)c(OCC(=O)Nc2ccccc2)n1	i	i	i	i	14	i	-0.4	i	i	i	i
Cc1cc(C)cc(OCC(=O)NCC2CCCO2)c1 (stereo not given)	i	i	i	i	24	i	-2.4	i	i	i	i
CCOC(=O)C1=NN(C(=O)c2ccc(OC)cc2)C(O)(c2ccc(Cl)cc2)C1 (stereo not given)	i	i	17*	i	45	i	-0.1	48*	70*	i	i
C=CCN(Cc1nc(-c2cc(OC)c3c(c2)OCO3)oc1C)C1CCS(=O)(=O)C1 (stereo not given)	i	i	i	i	15	i	-0.2	i	i	i	i
C=C(C)C1Cc2c(C)nn(-c3ccccc3)c2C1 (stereo not given)	i	i	i	i	3	i	0.2	i	i	i	i
CCc1nccn1CCC(=O)N1CCc2c([nH]c3ccccc23)C1CC(C)C (stereo not given)	i	i	i	i	-2	i	1.1	i	i	i	i
COC(=O)C1C(=O)C2=C(CC1C)NC(C)=C(C(=O)OC1CCCC1)C2c1ccc(N(C)C)cc1 (stereo not given)	i	i	i	i	42	i	0.5	i	i	i	.
CCN(CC)S(=O)(=O)c1ccc(NS(=O)(=O)c2ccc(OC)c([N+](=O)[O-])c2)cc1	i	i	i	i	16	i	0.0	i	i	i	i
N#CC1(NC(=O)CSc2nc3ncc(Cl)cc3[nH]2)CCCCC1	i	i	i	i	-1	i	-0.7	i	i	i	i
O=C(C1CCCO1)N1CCN(C(=S)Nc2ccc(F)cc2)CC1 (stereo not given)	i	i	i	i	2	i	0.2	i	i	i	i
CCN1CCc2c(sc(N)c2C#N)C1	i	i	i	i	25	i	-0.1	i	i	i	i
CN1c2ccccc2C(C)(C)C12CC(c1cccc(S(=O)(=O)N3CCCC3)c1)=NO2 (stereo not given)	i	i	i	i	15	i	-1.4	i	i	i	i
CCOc1ccccc1NC(=O)C(=O)N/N=C/c1ccc([N+](=O)[O-])cc1	i	i	i	i	11	i	-0.2	i	i	i	i
CCn1c(/C=C/c2ccccc2)nc2ccccc21	i	i	i	i	7	i	0.7	i	i	i	i
O=C(Cc1sc(-c2ccccc2Cl)nc1-c1ccccc1)Nc1ccccc1	i	i	i	i	15	i	-0.1	i	i	i	i
Cc1sc2ncnc(N3CCC(C(=O)Nc4nnc(SCc5ccccc5F)s4)CC3)c2c1C	i	i	i	i	28	i	-0.4	i	i	i	i
C=CCn1c(SCC(=O)Nc2cccnc2Cl)nnc1-c1ccc(C(C)(C)C)cc1	i	i	i	i	5	i	0.9	i	i	i	i
Cc1ccc(COc2ccc(C(=O)NN)cc2)cc1	i	i	i	i	26	i	0.2	i	i	i	i
COCCN(C(=S)Nc1cccc(C)c1)C(C)c1cccs1 (stereo not given)	i	i	i	i	20	i	-0.1	i	i	i	i
Cc1cccc(NC(=S)NC(=O)C(c2ccccc2)c2ccccc2)n1	i	i	i	i	34	i	0.5	i	i	i	i
Cn1c(NC(=O)/C=C/c2ccccc2)cc(=O)n(C)c1=O	i	i	i	i	24	i	2.2	i	i	i	i
CCOC(=O)c1ccc(Oc2cc(C)nc(Cl)n2)cc1	i	i	i	i	-3	i	0.3	i	i	i	i
CCCCOc1ccc(C(=O)NCC2(c3ccccc3)CCOCC2)cc1	i	i	i	i	14	i	-0.4	i	i	i	i
C/C(Cn1cnc([N+](=O)[O-])n1)=N/NC(=O)COc1c(Cl)cc(Cl)cc1Cl	i	i	i	i	21	i	-0.4	i	i	i	i
COC(=O)c1cc(CNC(=O)c2ccccc2OCc2c(C)noc2C)ccc1OC	i	i	i	i	9	i	0.0	i	i	i	i
Cn1c(N2CCOCC2)c(C=O)c2ccccc21	i	i	i	i	20	i	1.7	i	i	i	i
O=C(c1cc(=O)[nH]c2ccccc12)N(Cc1nnc(-c2ccccc2Cl)o1)C1CC1	i	i	i	i	8	i	-0.8	i	i	i	i
Cc1c(NC(=O)c2cc(-c3ccco3)on2)c(=O)n(-c2ccccc2)n1C	i	i	i	i	27	i	0.2	i	i	i	.
CC(=O)Nc1ccc(NC(=O)c2ccccc2F)cc1	i	i	i	i	16	i	2.3	i	i	i	.
CC(=O)c1c(C)[nH]c(C(=O)CSc2nc3ccccc3c(=O)n2CCCO)c1C	i	i	i	i	21	i	-0.4	i	i	i	i
Nc1nonc1/C(=N/O)N1CCN(CCO)CC1	i	i	i	i	17	i	0.2	i	i	i	i
COc1ccc(-c2nn(-c3ccccc3)cc2C2CC(c3cccs3)=NN2C(=O)CCCC(=O)O)cc1 (stereo not given)	i	i	i	i	73	i	0.2	i	i	i	i
COc1ccccc1N1C(=O)CC(Sc2nc(C)cc(C)n2)C1=O (stereo not given)	i	i	i	i	9	i	0.0	i	i	i	i

3 compounds already listed, arranged by number of heavy atoms, ascending.
SMILES	MrgX1 antag	MrgX1 allo act	TRPC6 activator	TRPC4 potent	AI-2 QS mod	TRPC4 inh	HIF act	MrgX1 ag	TRPC4 agonist	TRPC6 inh	PolyA inh
Cn1c(N2CCOCC2)c(C=O)c2ccccc21	i	i	i	i	20	i	1.7	i	i	i	i
CC(=O)c1c(C)[nH]c(C(=O)CSc2nc3ccccc3c(=O)n2CCCO)c1C	i	i	i	i	21	i	-0.4	i	i	i	i
COC(=O)c1cc(CNC(=O)c2ccccc2OCc2c(C)noc2C)ccc1OC	i	i	i	i	9	i	0.0	i	i	i	i

Remaining list, next part
SMILES	MrgX1 antag	MrgX1 allo act	TRPC6 activator	TRPC4 potent	AI-2 QS mod	TRPC4 inh	HIF act	MrgX1 ag	TRPC4 agonist	TRPC6 inh	PolyA inh
CCC(OC(=O)CC1Sc2ccccc2NC1=O)C(=O)NCC1CCCO1 (stereo not given)	i	i	i	i	4	i	-0.1	i	i	i	i
Cc1c(CCC(=O)O)c(=O)oc2c(C)c(OCc3cc4c(cc3Cl)OCO4)ccc12	i	i	i	i	-5	i	-0.4	i	i	i	i
CCCCNC(=O)c1c(CSc2ccccc2)noc1C(=O)NCc1ccccc1	i	i	i	i	3	i	-0.2	i	i	i	i
O=C(c1ccc(C(F)(F)F)cc1)C1CCCN(C(=O)Cn2cnnn2)C1 (stereo not given)	i	i	i	i	12	i	0.8	i	i	i	i
Cc1cc(=O)c2ccccc2n1CC(=O)NCc1ccccc1	i	i	i	i	22	i	-1.0	i	i	i	i
COc1ccc(NC(=O)COC(=O)C2CCC(C(C)(C)C)CC2)c([N+](=O)[O-])c1 (stereo not given)	i	i	i	i	12	i	-0.9	i	i	i	i
CC1=Nc2ccccc2/C1=C/c1c(N)n2c(S(=O)(=O)C(C)C)nsc2nc1=O	i	i	i	i	43	i	0.1	i	i	i	i
O=C(CSc1nnnn1-c1ccc(O)cc1)c1ccc(F)cc1	i	i	i	i	-1	i	1.1	i	i	i	i
COc1ccc(OC)c(N=c2oc3c(OC)cccc3cc2C(=O)NCc2ccco2)c1	i	i	i	i	19	i	0.6	i	i	i	i
CC(C)OC(=O)c1cn(-c2ccccc2)nc1-c1ccc2c(c1)OCCO2	i	i	i	i	30	i	0.5	i	i	i	i
CC(C)c1ccc(/C=C/C(=O)N2CCCCCC2)cc1	i	i	i	i	-74	i	0.6	i	i	i	i
Cc1nnn(C23CC4CC(CC(CC(=O)Nc5cccc(F)c5)(C4)C2)C3)n1	i	i	i	i	13	i	-0.4	i	i	i	i
COc1ccc(C)cc1-n1c(SCC(=O)Nc2cc(C)on2)nc2ccccc2c1=O	i	i	i	i	15	i	-0.4	i	i	i	i
